IMPase Li inh: IMPase inhibition in cells with lithium potentiation | CHO-M1 cells, IP1 TR-FRET (IP-One), carbachol + lithium | Potency, µM (highest dose often 59.4 µM), for the others: top-dose activity, negative = IMPase inhibition, usual class: inhibitors | 210,000 tested, 0.35% active;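 further: IP1 builds up when IMPase is blocked and the TR-FRET signal falls; potency means the concentration at half of the fitted maximal effect; plate controls were basal vehicle for no effect and high inhibitor control for full effect; nearly all actives have a fitted effect of over 50% in size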
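CHO cells stably expressing M1 receptor (2000/well, cultured 16–30 h) treated 30 min at 37C with compound plus low lithium. Cytosolic IP1 by TR-FRET (665/620 ratio and 620 channel) after 10 min lysis; AC50 by Hill fit.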
CBFb-RUNX1 inh: blocks binding between human CBF-beta and RUNX1 | Q01196+Q13951 | AlphaScreen CBFb-His/RUNX1-biotin binding, biochemical | Potency, µM (series often up to 59.8 µM), inactives show at the highest dose activity, negative = inhibition, hits mostly inhibitors | 230,000 tested, under 10 active | AID 1477; further: % of control where 0% means no effect
Target sequence (Q01196 whole entry, looked up): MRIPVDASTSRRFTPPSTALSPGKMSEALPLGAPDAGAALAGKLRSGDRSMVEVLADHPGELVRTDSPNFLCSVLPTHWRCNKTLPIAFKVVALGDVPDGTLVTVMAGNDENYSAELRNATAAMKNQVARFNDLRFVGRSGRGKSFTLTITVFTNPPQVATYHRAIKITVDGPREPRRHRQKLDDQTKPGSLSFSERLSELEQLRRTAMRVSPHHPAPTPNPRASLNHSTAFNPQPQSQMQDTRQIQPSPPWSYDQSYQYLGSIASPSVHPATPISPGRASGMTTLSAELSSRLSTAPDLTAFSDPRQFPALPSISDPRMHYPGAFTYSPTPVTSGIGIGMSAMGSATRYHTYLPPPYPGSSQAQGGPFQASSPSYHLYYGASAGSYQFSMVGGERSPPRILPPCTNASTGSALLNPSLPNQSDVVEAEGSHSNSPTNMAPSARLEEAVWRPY
Target sequence (Q13951 whole entry, looked up): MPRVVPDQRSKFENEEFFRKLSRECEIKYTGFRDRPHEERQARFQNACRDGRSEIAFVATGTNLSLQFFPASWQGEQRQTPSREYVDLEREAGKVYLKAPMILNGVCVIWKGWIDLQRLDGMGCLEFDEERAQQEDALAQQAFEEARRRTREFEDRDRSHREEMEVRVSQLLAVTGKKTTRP
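Interaction loss through any mechanism counts as activity. Pre-formed complex of His-CBF-beta and biotin-RUNX1 (30 nM apiece) is incubated with compound 15 min, then with 50 ng nickel and 50 ng streptavidin beads for 90 min before AlphaScreen detection.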
HttQ103 aggreg: reduces HttQ103-GFP aggregates in PC12 cells; PC12 HttQ103-GFP aggregates, Acumen cytometry, 40 h; Potency, µM (series often up to 46.1 µM), for the others: at the top dose activity change, negative = inhibition, usual class: inhibitors; 220,000 tested, 1.1% active; further: potency means the concentration at half of the fitted maximal effect; on the % scale 0 is the no-effect control and ±100 the full control effect; nearly all actives have a fitted effect of over 60% in size
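PC12 cells stably carrying ecdysone-inducible HTT exon 1 Q103–GFP were induced with tebufenozide (100 nM final) and treated with library compounds in titration. GFP aggregates in lysates were counted by laser scanning cytometry.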
NPSR antag: antagonists of human neuropeptide S receptor cAMP signaling; Q6W5P4; CHO-NPSR cells, cAMP TR-FRET, antagonist mode; Potency, µM (doses to about 38.3 µM), inactives show at the highest dose activity change, negative = inhibition, hits mostly inhibitors; 220,000 tested, 1% active; further: potency means the concentration at half of the fitted maximal effect; on the % scale 0 is the no-effect control and ±100 the full control effect; nearly all actives have a fitted effect of over 50% in size; many of its hits are not listed in these tables
Target sequence (Q6W5P4 whole entry, looked up): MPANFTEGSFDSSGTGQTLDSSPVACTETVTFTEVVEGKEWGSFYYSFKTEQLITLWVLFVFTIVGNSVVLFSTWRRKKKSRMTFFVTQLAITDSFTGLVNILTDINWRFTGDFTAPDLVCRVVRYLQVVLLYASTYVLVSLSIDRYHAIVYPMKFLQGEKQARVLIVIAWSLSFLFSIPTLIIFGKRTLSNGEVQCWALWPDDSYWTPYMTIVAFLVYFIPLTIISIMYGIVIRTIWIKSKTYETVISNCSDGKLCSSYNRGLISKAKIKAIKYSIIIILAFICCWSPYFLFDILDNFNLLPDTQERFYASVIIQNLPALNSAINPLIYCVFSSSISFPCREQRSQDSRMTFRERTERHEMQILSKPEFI
Epigenetic reg: regulators of epigenetic silencing causing reporter derepression in mouse cells; 280,000 tested, 0.2% active; Potency, µM (doses to about 53.9 µM), without a hit: at the highest dose GFP activation, actives largely listed as activators; AID 1865; murine LDR cells, GFP reporter derepression, 30 h; further: potency means the concentration at half of the fitted maximal effect; % of control where 0% means no effect; nearly all actives have a fitted effect of over 60% in size
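Murine LDR cells carrying a silenced, genomically integrated CMV-driven GFP reporter were exposed to compound for 30 hours at 37 C. After PBS washes, GFP-positive cells (20–120 um objects) were counted by laser-scanning microplate cytometry.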
L3MBTL1 inh: L3MBTL1 (human) inhibition; AlphaScreen L3MBTL1–H3K9me1 peptide binding; Potency, µM (top dose mostly 57.1 µM), for inactives: at the top dose activity, negative = inhibition, hits mostly inhibitors; 230,000 tested, 0.66% active; further: potency means the concentration at half of the fitted maximal effect; on the % scale 0 is the no-effect control and ±100 the full control effect; nearly all actives have a fitted effect of over 60% in size
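Displacement of a biotinylated histone H3(1-15) peptide monomethylated at Lys9 (75 nM) from L3MBTL1 (50 nM) was measured by AlphaScreen after a 30 min room-temperature compound incubation; cefsulodin titration served as intraplate control.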
Luc counter: Kinase-Glo luciferase inhibition (counter-screen). Q27757. Kinase-Glo luciferase, ATP luminescence, 8 min. Potency, µM (titrated, usually from 38.3 µM), for the others: at the highest dose activity change, negative = inhibition, usual class: inhibitors. 200,000 tested, 0.28% active. AID 1379; further: potency means the concentration at half of the fitted maximal effect; on the % scale 0 is the no-effect control and ±100 the full control effect; nearly all actives have a fitted effect of over 60% in size
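Compounds were added to a substrate mix at pH 7.2 (50 mM imidazole, 10 uM ATP, within the enzyme's linear range), followed by Kinase-Glo detection reagent; luminescence was measured after 8 minutes at ambient temperature.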
* = called active by the depositor; u = inconclusive; x = not tested or not shown; [ ] = remark or other dose. The call rests on the fitted dose curve; in most records, active means well fitted curve in the direction sought with a large enough effect; inconclusive means small, poorly fitted or top-dose-only effect, or another doubt; inactive means no such curve, though single readings can be large; an effect the other way counts as inactive or inconclusive. Some of the compounds tested, so the mix of outcomes need not match the whole.

Sample of the layout:
SMILES	IMPase Li inh	CBFb-RUNX1 inh	HttQ103 aggreg	NPSR antag	Epigenetic reg	L3MBTL1 inh	Luc counter
COCCN(CCOC)S(=O)(=O)c1ccc(C(=O)Nc2nnc(CSC)o2)cc1	-2%	-24%	-9%	2%	-2.2%	u	0%
CC(=O)c1ccc(NC(=O)c2cc3nc4c(c(C(F)(F)F)n3n2)CCCC4)cc1	-6%	2%	-15%	-10%[46.1 µM]	15%	-1%	2%
COc1ccc(-n2ccnc2SCC(=O)Nc2ccccc2)cc1	0%[38.3 µM]	-7%	-5%	-9%[46.1 µM]	-2.1%	-4%	0%

This part in full, previewed entries included:
SMILES	IMPase Li inh	CBFb-RUNX1 inh	HttQ103 aggreg	NPSR antag	Epigenetic reg	L3MBTL1 inh	Luc counter
COCCN(CCOC)S(=O)(=O)c1ccc(C(=O)Nc2nnc(CSC)o2)cc1	-2%	-24%	-9%	2%	-2.2%	u	0%
CC(=O)c1ccc(NC(=O)c2cc3nc4c(c(C(F)(F)F)n3n2)CCCC4)cc1	-6%	2%	-15%	-10%[46.1 µM]	15%	-1%	2%
COc1ccc(-n2ccnc2SCC(=O)Nc2ccccc2)cc1	0%[38.3 µM]	-7%	-5%	-9%[46.1 µM]	-2.1%	-4%	0%
O=C(Nc1ccccc1)C1CC(=O)N(c2ccc3c4c(cccc24)CC3)C1 (configuration not stated)	33%[activator][38.3 µM]	5%	-10%	-20%[46.1 µM]	1.5%	2%	3%
Cn1c(NC(=O)C2c3ccccc3Oc3ccccc32)cc(=O)n(C)c1=O	4%	-1%	-12%	-23%[46.1 µM]	0.1%	5%	0%
COc1ccc(F)cc1S(=O)(=O)N1CC(C)CC(C)C1 (configuration not stated)	31%[activator][38.3 µM]	4%	-5%	-13%[46.1 µM]	-2.9%	x	-2%
COc1ccc([N+](=O)[O-])cc1N(CC(=O)NCC1CCCO1)S(C)(=O)=O (configuration not stated)	-3%	2%	2%	4%	3.5%	6%	27%
CCS(=O)(=O)n1nc(-c2ccccc2)nc1NCc1ccco1	-1%	-1%	2%	-10%[46.1 µM]	-2.0%	-12%	0%
O=C1N/C(=N\N=C\c2ccccn2)SC1Cc1cccc(SC(F)F)c1 (configuration not stated)	3%[38.3 µM]	-13%	5.6µM*	u	0.0%	4%	-2%
CC(C)(C)c1ccc(OCC(O)CN(CCO)CC(O)Cn2ccc3ccccc32)cc1 (configuration not stated)	-7%	5%	-9%	-23%	6.3%	-1%	1%
CCOc1ccc(CC(=O)OCc2cc(=O)n3cc(Br)ccc3n2)cc1	-10%	-6%	-8%	2%	-0.2%	x	1%
Cc1cc(C)cc(NC(=S)NCCN(C2CCCCC2)C2CCCC2)c1	19%	1%	-14%	-47%	-1.1%	x	3%
CN=C(C)/C(C(=O)OC)=C(/O)c1c(F)cccc1F	x	8%	-15%[9.22 µM]	-4%	-1.3%	-2%	x
Cc1nc(N2CCOCC2)nc(Oc2ccccc2)c1[N+](=O)[O-]	x	-7%	-3%[9.22 µM]	54%	0.2%	-10%	x
CCOC(=O)C(C(=O)NCCCN1CCOCC1)C1CCCCC1 (configuration not stated)	30%[activator]	0%	-8%	-4%[46.1 µM]	-0.8%	5%	-1%
COc1ccc(NC(=O)COC(=O)/C=C/C(=O)OCC(=O)Nc2ccc(OC)c(Cl)c2)cc1Cl	5%	-8%	23%	0%	-1.1%	0%	0%
O=C(COC(=O)c1ccco1)NCc1cccs1	0%	12%	-4%	0%[46.1 µM]	0.0%	-9%	0%
Cc1ccc(C2=CC(c3ccc(N(C)C)cc3)n3nnnc3N2)cc1 (configuration not stated)	4%[38.3 µM]	-2%	10µM*	-11%[46.1 µM]	19%	1%	-3%
CCc1nnc(NC(=O)C2CCN(c3nccc(C)n3)CC2)s1	13%[38.3 µM]	3%	7%	-8%[46.1 µM]	0.9%	x	3%
Cc1ccccc1C(=O)Nc1nnc(-c2ccncc2)o1	-4%	-16%	-19%	7%	1.1%	-8%	-1%
CC(=O)c1c(C)nn(C(=O)c2cccs2)c1C	-10%[38.3 µM]	3%	9%	-4%[46.1 µM]	0.0%	x	0%
COc1cccc(C(=O)NC2CCN(CC(=O)Nc3cccc(C)c3C)CC2)c1	4%	-3%	2%[9.22 µM]	-7%	1.1%	-15%	-1%
c1ccc(-c2nc(-c3cccc4ccccc34)c(Nc3ccc4ccccc4c3)o2)cc1	13%	-16%	x	x	3.1%	x	1%
Cc1c(Br)c([N+](=O)[O-])nn1CCCC(=O)NC(C)c1ccccc1 (configuration not stated)	-3%	-1%	1%	1%	6.7%	x	-1%
CC(C)(C)CC(=O)N1CCC(c2nc3c(nnn3Cc3c(F)cccc3Cl)c(=O)[nH]2)CC1	x	0%	-14%	-14%[46.1 µM]	-8.2%	0%	x
Cc1ccc(C(=O)C2=C(O)C(=O)N(c3ncccn3)C2c2ccc(F)cc2)o1 (configuration not stated)	x	-4%	-17%[9.22 µM]	-54%	-1.3%	-4%	x
Cc1cc(NC(=O)CSc2nnc(COc3cccc(C)c3C)n2C)no1	-3%[38.3 µM]	2%	5%	13%[46.1 µM]	-1.0%	-3%	0%
O=C1C=C(c2ccccc2)CC(/C=C/c2ccccc2)C1 (configuration not stated)	10%	25%	-12%	-14%	4.9%	28%	2%
C=CCN1C=C2C(=O)C(C)(OC(=O)c3ccco3)C(=O)C(C=C)=C2C=C1C1CC1 (configuration not stated)	2%	2%[13.1 µM]	x	x	x	x	0%[7.66 µM]
NC(=O)c1c(NC(=O)c2ccccc2)sc2c1CCc1ccccc1-2	12%[38.3 µM]	0%	1%	-12%[46.1 µM]	0.7%	x	-9%
COc1ccc2c(C)nc(Nc3nc(C)cc(C)n3)nc2c1	13%[38.3 µM]	0%	24%	u	-4.8%	3%	-8%
COc1ccccc1-c1c(C#N)c(SCC(=O)N2CCCC2)nc(C)c1C(N)=O	-5%[38.3 µM]	7%	16%	-6%[46.1 µM]	2.0%	0%	0%
CC(CNC(=S)Nc1cc(F)cc(F)c1)CSc1ccc(Cl)cc1 (configuration not stated)	30%	-5%	-4%	u	-1.6%	14%	3%
CC1(C)OC(c2ccccc2)=C/C(=C/C=Nc2ccccc2)O1	5%	-8%	u	u	u	-3%	-1%
O=C(O)CC1=C(Nc2ccccc2)C(=O)N(c2ccccc2)C1c1ccc(F)cc1 (configuration not stated)	-2%	-6%	-12%	-11%	-1.8%	-1%	3%
O=C(COC(=O)C1CC1)Nc1ccc2c(c1)OCO2	-10%	9%	-2%	6%	-1.2%	18%	-2%
O=C(COc1cccnc1[N+](=O)[O-])NCCc1ccc(Cl)cc1	7%	-5%	28%	2%	-2.9%	12%	1%
CSc1nnc(-c2ccccc2)c(=O)[nH]1	x	5%	-19%	-10%[46.1 µM]	-3.8%	4%	x
Cc1cccc(NC(=O)CN2C(=O)N/C(=C/c3ccc(-c4cccc(C(=O)O)c4C)o3)C2=O)c1	-11%	-14%	-1%[9.22 µM]	-1%	2.3%	u	-1%
Oc1c(Cl)cc(Cl)cc1CNc1ccc(Br)cn1	26%[38.3 µM]	10%	-16%	-3%[46.1 µM]	0.1%	x	-1%
O=C(Nc1nc2c(s1)CN(Cc1ccccc1)CC2)C1CCC1	13%	5%	9%	1%	5.6%	-7%	1%
COc1[nH]c(/N=C/c2ccccc2)c(C#N)c1C#N	-14%[38.3 µM]	5%	-26%	17%[46.1 µM]	0.0%	-7%	-3%
CCOC(=O)C1CCCN(C2CC(=O)N(c3ccc(C(C)C)cc3)C2=O)C1 (configuration not stated)	1%	-7%	4%[9.22 µM]	5%	-6.8%	7%	1%
CCOc1ccc(-n2c(C)nc3cc(C(=O)NCCCN4CCOCC4)ccc32)cc1	8%[38.3 µM]	3%	u	-5%[46.1 µM]	-2.4%	10%	1%
CCNC(=S)NNC(=O)c1cccc(Br)c1	1%[38.3 µM]	0%	19%	6%[46.1 µM]	-0.2%	8%	-3%

Single records, as listed above.
Listed for `COc1ccc2c(C)nc(Nc3nc(C)cc(C)n3)nc2c1` → IMPase Li inh: 13%[38.3 µM]; CBFb-RUNX1 inh: 0%; HttQ103 aggreg: 24%; NPSR antag: u; Epigenetic reg: -4.8%; L3MBTL1 inh: 3%; Luc counter: -8%
Listed for `CCNC(=S)NNC(=O)c1cccc(Br)c1` → IMPase Li inh: 1%[38.3 µM]; CBFb-RUNX1 inh: 0%; HttQ103 aggreg: 19%; NPSR antag: 6%[46.1 µM]; Epigenetic reg: -0.2%; L3MBTL1 inh: 8%; Luc counter: -3%

More structures follow:
SMILES	IMPase Li inh	CBFb-RUNX1 inh	HttQ103 aggreg	NPSR antag	Epigenetic reg	L3MBTL1 inh	Luc counter
COC(=O)C(Cc1ccccc1)NC(=O)c1ccc(C)cc1 (configuration not stated)	2%	-1%	6%	12%	2.2%	x	9%
Cc1ccc(C(=O)Nc2ccnc(-c3cccnc3)n2)cc1	-1%	22%	-10%	13%	-0.3%	-23%	-1%
CC(C)(C)n1nnnc1CN(Cc1ccc(F)cc1)Cc1ccco1	12%	11%	-10%	-20%[46.1 µM]	0.0%	3%	0%
COC(=O)C1=C(C)Nc2ncnn2C1c1ccccn1 (configuration not stated)	14%[38.3 µM]	19%	u	-2%[46.1 µM]	-2.1%	u	0%
O=C1NN(c2ccc(F)cc2)C(=O)/C1=C\C=C\c1ccco1	23%	-3%	26%	-29%	-1.0%	u	-4%
Cc1ccccc1OCc1csc(N)n1	-5%	5%	3%	22%	-2.2%	-11%	-1%
CCCN(CCC)C(=O)CC(c1ccccc1)c1ccc(C)cc1O (configuration not stated)	15%[38.3 µM]	3%	u	u	1.5%	x	-3%
Cc1ccc(S(=O)(=O)N2CCOCC2)cc1NC(=O)COc1ncnc2ccccc12	-5%	-2%	5%	19%	3.7%	38%[activator]	4%
Cn1c(N)c(C(=O)CSc2ccccn2)c(=O)n(C)c1=O	-2%	8%	-14%	9%	-2.0%	2%	-1%
N#C/C(=C\c1ccccc1)c1n[nH]c(Cn2cncn2)n1	22%[38.3 µM]	-7%	6%	-14%[46.1 µM]	0.1%	x	6%
OCCC1CN(Cc2nc3ccccc3s2)CCN1C1CCCCC1 (configuration not stated)	16%	9%	0%[9.22 µM]	-16%	-0.1%	9%	x
CN(Cc1ccc(-n2cccn2)cc1)Cc1nc(-c2cnccn2)no1	15%	13%	2%	-3%	1.5%	6%	2%
Cc1ccc(-c2n[nH]c(=O)c3ccccc23)cc1S(=O)(=O)Nc1ccc(F)cc1	x	-7%	6%[9.22 µM]	21%[7.67 µM]	-1.4%	1%	x
COc1ccc(C2C(C#N)=C(N)Oc3cc(N)ccc32)cc1OC (configuration not stated)	3%[38.3 µM]	u	2%	-2%[46.1 µM]	-2.2%	-1%	-3%
